Platelet DG rel: inhibitors of platelet dense granule secretion, primary screen, cell-based, MLPCN, human platelets. 300,000 tested, 0.22% active. human platelet-rich plasma, SFLLRN dense granule ATP release, luminescence. inhibition, %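 (compounds screened at 7.5 µM in platelet-rich plasma)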;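 active = mean replicate score, as percent of positive control, at or above 50; inconclusive = mean below 50 but at least one replicate at or above 50; inactive = mean and every replicate below 50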
HDAC3 inh: HDAC3 deacetylase inhibitors, primary screen, biochemical, fluorescence, cell-free homogeneous; recombinant HDAC3, fluorogenic peptide/trypsin coupled; inhibition, % at 8.3 µM; 320,000 tested, 0.15% active; Histone deacetylase 3 (Homo sapiens), O15379; AID 2718, 2010; in the data active = inhibition above about 26%, passing the limit was not always enough; inconclusive = no clear call, values can overlap the other calls
Target sequence (O15379 whole entry, looked up): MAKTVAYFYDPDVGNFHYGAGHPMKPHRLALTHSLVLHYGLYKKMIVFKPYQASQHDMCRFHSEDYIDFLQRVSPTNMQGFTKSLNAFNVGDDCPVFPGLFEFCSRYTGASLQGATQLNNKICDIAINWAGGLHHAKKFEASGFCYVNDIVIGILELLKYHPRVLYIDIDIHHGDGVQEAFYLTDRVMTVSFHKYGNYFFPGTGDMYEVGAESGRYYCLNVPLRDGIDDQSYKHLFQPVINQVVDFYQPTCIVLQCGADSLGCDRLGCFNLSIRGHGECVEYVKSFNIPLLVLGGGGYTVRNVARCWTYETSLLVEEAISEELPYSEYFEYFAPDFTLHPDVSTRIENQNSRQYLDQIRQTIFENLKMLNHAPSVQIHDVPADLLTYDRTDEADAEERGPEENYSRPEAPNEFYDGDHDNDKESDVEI
HSF-1 act: HSF-1 activators, primary screen, NIH3T3-HGL cells, MG132 stress, luminescence, single point. NIH3T3-HGL HSF-1 luciferase reporter, 8 h; 100% = twice DMSO control signal. activation, % at 9 µM. 300,000 tested, 1.7% active. AID 504408, 2011;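 active = mean replicate activation of at least 50% with a set share of replicates each reaching 50%; inconclusive = only one of those two conditions met; inactive = mean below 50% and too few replicates reaching it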;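 note: 0% = median of the neutral control wells and 100% = twice that signal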
GSK3beta inhib: human GSK3beta kinase inhibitors, primary screen, biochemical, cell-free homogeneous, HTS | Glycogen synthase kinase-3 beta (Homo sapiens), P49841 | GST-GSK3beta kinase, ADP-Glo luminescence, 60 min; hits give low values | activity score (negative = inhibition), % at 10 µM | 300,000 tested, 0.038% active | AID 2097, 2009;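 active = more than half of replicate wells score below -50%, meaning over 50% inhibition versus plate controls; inconclusive = some replicates but at most half score below -50%; inactive = no replicate scores below -50%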;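 note: 0% = median DMSO wells and -100% = median GW8510 positive control wells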
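Assay system: GST-tagged human GSK3beta kinase, cell-free; Input: 1.6 ng GSK3beta; Medium: Tris/MgCl2 kinase buffer; Timing: 60 min enzyme reaction, room temperature; Signal: ADP-Glo luminescence quantifying ADP generated by kinase; Evaluation: score relative to plate controls; Benchmarks: DMSO neutral wells and GW8510 at 20 µM as positive.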
Dyrk1A ADPGlo: rat Dyrk1A kinase inhibitors, primary screen, biochemical, single point, plate reader; Dual specificity tyrosine-phosphorylation-regulated kinase 1A (Rattus norvegicus), Q63470; inhibition, % at 12.5 µM; 310,000 tested, 0.43% active; ADP-Glo luminescence, NFATc1 peptide; AID 504441, 2011; in the data active = inhibition above about 50%;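 note: plate controls were vehicle with enzyme for no effect and no enzyme for full effect; many of its hits are not listed in these tables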
HSP90 refold inh: HSP90 inhibitors, primary screen, cell lysate, luminescence | Heat shock protein HSP 90 (rabbit reticulocyte lysate; luciferase refolding) | Rabbit reticulocyte lysate, luciferase refolding luminescence, 3 h | inhibition, % at 5.6 µM | 290,000 tested, 0.91% active | AID 1789, 2009;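 active = inhibition above the screen-wide mean plus 3 SD, computed separately per campaign, cut at about 16% in these data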;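 note: 0% = DMSO wells and 100% = 60 µM geldanamycin wells; inhibitors lower the luminescence because luciferase stays unfolded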
GSK3 alpha inh: blockers of GSK3A enzyme activity – biochemical, luminescence, cell-free homogeneous, HTS, primary screen. GSK-3 alpha kinase, ADP-Glo luminescence, 60 min. inhibition, % at 10 µM. 320,000 tested, 0.1% active. AID 2650, 2010. Glycogen synthase kinase-3 alpha (Homo sapiens), P49840;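 in the data active = inhibition above about 50%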;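 note: GST-tagged GSK-3 alpha with peptide substrate and 25 µM ATP; 0% = DMSO neutral wells and 100% = GW8510 positive control wells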
Target sequence (P49840 whole entry, looked up): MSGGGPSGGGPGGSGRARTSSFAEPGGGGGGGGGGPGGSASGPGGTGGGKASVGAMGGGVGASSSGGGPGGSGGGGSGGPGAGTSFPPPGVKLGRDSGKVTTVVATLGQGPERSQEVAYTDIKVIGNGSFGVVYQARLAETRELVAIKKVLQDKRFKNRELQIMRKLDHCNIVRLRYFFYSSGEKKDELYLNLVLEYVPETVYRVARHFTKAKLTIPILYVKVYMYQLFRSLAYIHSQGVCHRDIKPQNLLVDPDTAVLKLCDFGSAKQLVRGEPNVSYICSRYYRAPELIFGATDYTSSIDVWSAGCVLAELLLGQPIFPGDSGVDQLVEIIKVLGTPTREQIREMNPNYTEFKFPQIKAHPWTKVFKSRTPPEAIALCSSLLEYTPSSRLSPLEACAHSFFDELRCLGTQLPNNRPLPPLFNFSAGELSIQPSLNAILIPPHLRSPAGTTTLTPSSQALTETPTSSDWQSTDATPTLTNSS
PolyA inh: polyadenylation inhibitors in yeast reporter cells, primary screen, luminescence, S. cerevisiae. S. cerevisiae SKY197-pL101 polyadenylation reporter, beta-gal luminescence; efflux-impaired pdr1/pdr3 knockout yeast; score 100 = 6 SD above DMSO. calls only at 12 µM. 300,000 tested, 0.02% active. AID 1875, 2009;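 active = lowest replicate activity score at least 50, where 100 means six control SD above control mean; inconclusive = lowest score under 50 but half or more replicates reach 50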;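 note: yeast exposed to compound for 9 h at 30 °C; higher score means more reporter readthrough which indicates perturbed polyadenylation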
HSF1 inh: HSF1 inhibitors in luciferase reporter cells, primary screen, cell-based, NIH3T3, luminescence | 300,000 tested, 0.77% active | NIH3T3-HGL HSE-luciferase, MG132-induced, luminescence 8 h; hits give low values | activity change, negative = inhibition, % at 7.5 µM (by protocol);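 active = more than half of replicate wells show activity change below -50%, luminescence cut by over half; inconclusive = some wells, but at most half, below -50%; inactive = no replicate well below -50%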;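 note: luciferase reports HSF-1 transcriptional activity via heat shock element; 0% = median of DMSO wells and -100% = zero luminescence signal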
AI-2 QS modul: Vibrio harveyi AI-2 quorum sensing modulators, primary screen, JMH597 strain, luminescence/OD600 ratio | Vibrio harveyi JMH597 AI-2 luminescence/OD600 ratio, 9 h; hits give low values; strain lacks LuxN and CqsS sensors; 0 = neutral-control median | activity change, % at 7.5 µM | 300,000 tested, 0.4% active | AID 2094, 2009; in the data active = activity change below about -75%, passing the limit was not always enough; inconclusive = no clear call, values can overlap the other calls;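 note: luminescence divided by OD600 gain over 9 h not by final OD600 alone; inactives centre near 13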
An asterisk follows results filed as active; i = inactive; u = inconclusive; x = not tested or not shown. Some of the compounds tested; rates above refer to the full screens.

SMILES | Platelet DG rel | HDAC3 inh | HSF-1 act | GSK3beta inhib | Dyrk1A ADPGlo | HSP90 refold inh | GSK3 alpha inh | PolyA inh | HSF1 inh | AI-2 QS modul
OCC(Cc1ccc2c(c1)OCO2)C(CO)Cc1ccc2c(c1)OCO2 (centres undefined) | 5 | 10 | -10 | -1 | 2 | x | 2 | i | -5 | 14
Nc1nnc(COc2cccc(C(F)(F)F)c2)s1 | -11 | 1 | 7 | -2 | 7 | -4 | 0 | i | 4 | 21
O=C(Oc1c(CN2CCOCC2)cc(Cl)c2cccnc12)c1ccccc1 | 1 | 3 | -20 | 0 | 3 | 3 | -3 | i | -17 | 20
COCCn1c(C)cc(C(=O)CSc2nnc(C)s2)c1C | 3 | -4 | -62 | -3 | 2 | 48* | 1 | i | -56* | 23
COc1ccc(C(=O)C2CCCN(C(=O)c3ccc4nccnc4c3)C2)c(C)c1 (centres undefined) | -5 | -5 | -5 | x | 1 | 0 | -2 | i | -1 | 33
CSc1ccc(CN(C)CC(=O)NCCc2ccccc2)cc1 | 1 | -1 | 2 | 2 | -11 | 0 | 2 | i | -3 | 24
O=C(Nc1ccc(CN2CCOCC2)cc1)c1ccc(N2CCCC2)c([N+](=O)[O-])c1 | -4 | -1 | -6 | 1 | 2 | -3 | -2 | i | -2 | 27
COc1cc(C(=O)NCC2(N3CCCCC3)CCCCC2)ccc1OCC(=O)N1CCOCC1 | -2 | -2 | 16 | 3 | -4 | 3 | -1 | i | -4 | 8
S=C(NCCSCc1c(Cl)cccc1Cl)Nc1ccccc1 | -11 | -3 | x | 0 | 8 | 3 | -1 | x | x | 20
O=C(O)CCC(=O)NC1CCCCCCC1 | -1 | 2 | 9 | 0 | -3 | 1 | 0 | i | 4 | 22
O=C(NCc1cccc(C(F)(F)F)c1)c1cccc(S(=O)(=O)N2CCN(Cc3ccccc3)CC2)c1 | 11 | -1 | 15 | 1 | -6 | 1 | -1 | i | 3 | 30
C=CCNc1nc(S(=O)Cc2ccc(C)cc2)nc2c1CCCC2 (centres undefined) | -1 | -4 | 35 | 1 | 0 | 2 | 4 | i | 4 | -2
CCOC(=O)N1CCC(N2Cc3cccc(C(=O)Nc4c(C)cccc4CC)c3C2=O)CC1 | 15 | 5 | -8 | -5 | -5 | 2 | -4 | i | -6 | x
Cc1cccc(N=C2NN=C(c3c(C)[nH]c4ccccc34)CS2)c1 | -12 | x | 33 | 1 | -8 | -2 | x | i | -7 | 34
O=C(NNC(=O)C1C2C=CC(C2)C1C(=O)O)c1ccccc1O (centres undefined) | -1 | -8 | 10 | 0 | 2 | 2 | -1 | i | -10 | 10
NNC(=O)CN1C(=O)Nc2ccc(Br)cc2C1c1ccccc1 (centres undefined) | 0 | 2 | -1 | 0 | 4 | 5 | -3 | i | 7 | 14
Cc1cc(NC(=O)CSc2nnc(Cc3ccccc3)o2)no1 | 5 | 0 | -9 | -1 | -6 | 4 | 0 | i | -1 | 10
CC(=O)Nc1ccc(OC(=O)c2cc3cc(Br)cc(Br)c3oc2=O)cc1 | 8 | 3 | 26 | 0 | x | -1 | -2 | i | 3 | -3
Cc1ccccc1C(=O)Nc1ccc(Br)c(C)n1 | 10 | 0 | 46 | -1 | 14 | -3 | -3 | i | 18 | 14
COc1ccc(N2C(=O)C(Cl)=C(Oc3cccc(OC)c3)C2=O)cc1 | 12 | -3 | 136* | 3 | -7 | -1 | -2 | x | 70 | 34
CC(=O)Oc1ccc(/C(C)=N/N2CCN(Cc3ccc(C)cc3)CC2)cc1 | -2 | u | 4 | 1 | -10 | 1 | -8 | i | 2 | 2
CCN(CC)S(=O)(=O)c1ccc(N2CCOCC2)c(NC(=O)CC2OC(=O)c3ccccc32)c1 (centres undefined) | -1 | -3 | 7 | 1 | 1 | x | 1 | i | -3 | 14
O=c1oc(-c2cccc(Cl)c2)nc2c1cnn2-c1ccccc1 | 1 | -4 | -39 | -1 | -6 | 0 | 1 | i | -28 | 18
O=[N+]([O-])c1ccccc1/C=C/CN1CCSCC1 | -2 | 3 | 4 | 1 | x | 3 | 0 | i | -4 | 3
O=S(=O)(CCNCc1cccs1)c1ccc(Cl)cc1 | -3 | -7 | 20 | -1 | -4 | 3 | 0 | i | 7 | 10
COc1ccc(C2NC(=O)c3ccccc3O2)c(OC)c1OC (centres undefined) | -6 | -3 | 22 | 3 | 6 | 0 | x | i | 8 | 14
CCOC(=O)C1(S(=O)(=O)c2ccccc2)CCN(Cc2ccc(Cl)cc2)CC1 | -2 | 4 | 43 | -1 | 5 | 0 | 1 | i | 5 | -1
CCc1ccc(C(C)NC(=O)C2CCCO2)cc1 (centres undefined) | -1 | 1 | -12 | 0 | x | -4 | -4 | i | 0 | 2
O=C(Nc1ccc(Br)cc1)C(c1ccccc1)c1ccccc1 | 2 | -5 | -3 | 0 | 8 | -2 | -3 | i | 6 | 16
COc1cc(S(=O)(=O)NCc2ccncc2)c(OC)cc1Cl | -2 | 2 | -4 | 1 | -6 | -2 | 2 | i | 0 | -1
CC(C)C(NC(=O)c1ccc(F)cc1)C(=O)Nc1cccnc1 (centres undefined) | 0 | -2 | -3 | 1 | -5 | -3 | -1 | i | -1 | -1
O=[N+]([O-])c1ccc(O)c(NC(=S)Nc2ccccc2)c1 | 11 | -6 | 22 | -25 | 8 | 0 | 0 | i | 17 | 18
O=C(c1cc(-c2ccncc2)nc2c(Cl)cccc12)N1CCN(c2ccccc2F)CC1 | -4 | 8 | -14 | -1 | 3 | 6 | 1 | i | 0 | 9
CCOc1ccc(Cc2nc(C)c(CC(=O)N3CCOCC3)c(=O)[nH]2)cc1 | -1 | 4 | -10 | 1 | 11 | 1 | -3 | i | -7 | 18
O=C(NC1CCN(C(=O)NCc2ccccc2)CC1)c1cccc(F)c1 | -6 | -8 | -22 | 0 | 4 | 2 | -1 | i | -5 | 8
CCC(C)N(C(=O)COC(=O)/C=C/c1ccc(O)c(OC)c1)C1CCS(=O)(=O)C1 (centres undefined) | 15 | -3 | -6 | 0 | -3 | -6 | -3 | i | -5 | 13
CC(=O)[C@@H]1[C@@H](C(=O)c2ccc(C)cc2)[C@]2(C(=O)Nc3ccccc32)[C@H]2C=Cc3cc(F)ccc3N12 | -1 | -7 | -2 | 3 | 3 | 5 | -1 | i | 0 | 21
Cc1ccccc1NC(=O)c1sc(NC(=O)C2CC2)nc1C | 4 | 4 | -1 | -3 | -4 | 4 | -3 | i | 5 | -10
CCc1cccc(OCCCCNCCOC)c1 | -9 | -5 | -2 | 1 | -4 | -2 | -3 | i | 2 | 5
O=C(c1cccc(N2C(=O)C3C4C=CC(C4)C3C2=O)c1)N1CCCc2ccccc21 (centres undefined) | -3 | -1 | 9 | 2 | x | -2 | 0 | i | -7 | 11
O=C(NCc1ccco1)c1cnc2n(c1=O)CCS2 | 2 | 2 | -9 | 2 | -4 | 3 | -1 | i | -1 | 5
CC(C)(C)c1ccc(-c2noc(CCC(=O)NCC3CCCO3)n2)cc1 (centres undefined) | 6 | 1 | -12 | 3 | 1 | 12 | 0 | i | -15 | 9
Cc1cccc(NC(=O)Nc2ccc(Oc3c(F)c(F)c(F)c(F)c3F)cc2)c1 | -10 | -4 | -6 | 3 | -5 | 0 | -4 | i | 0 | 13
CC(=O)c1cccc(NC(=O)N2CCCC2C(=O)NCc2ccc3c(c2)OCO3)c1 (centres undefined) | -8 | -5 | 20 | -3 | x | 3 | 0 | i | 0 | 10
CC(C)(C)Nc1c([N+](=O)[O-])c(=O)sc2ccccc12 | 12 | 1 | 11 | 4 | 11 | 2 | 2 | i | -1 | -3
COc1ccccc1C(=O)Oc1cc(N)n(S(=O)(=O)c2ccccc2)n1 | -3 | 1 | -31 | 2 | -1 | 2 | -7 | i | -9 | 19
O=C(Cc1ccc(Cl)cc1)NNc1c(F)c(F)cc(F)c1F | 3 | -2 | 18 | 0 | 1 | 2 | 0 | i | 7 | 18
O=C(Nc1ccc(NC(=S)NC(=O)c2ccccc2Cl)cc1)c1cccc(Cl)c1 | -2 | -3 | 56* | 1 | 3 | -1 | -1 | i | 41 | 10
O=C(N=C1SC2CS(=O)(=O)CC2N1Cc1ccc(F)cc1)C1CCCO1 (centres undefined) | -7 | 3 | 35 | 0 | x | 3 | 6 | i | 4 | 8
OC(CNC1Cc2ccccc2C1)COc1ccc(Cl)cc1 (centres undefined) | 3 | 1 | 19 | 1 | x | -5 | -1 | i | -2 | 19
O=C(CSCCSCC(=O)c1ccco1)c1ccco1 | 4 | x | -6 | 2 | x | -3 | x | i | 1 | -8
COc1ccc(-c2ccccc2)cc1NCc1ccc(OC)c(OC)c1 | 0 | -6 | 13 | -3 | -3 | -2 | -1 | i | 10 | 1
CC(=O)Nc1cccc(NC(=O)C2CC3CCC2C3)c1 (centres undefined) | 1 | -3 | -5 | 0 | -6 | -4 | 2 | i | 3 | 21
Cc1cccc(-c2nc(CN3CCCC(C(=O)NC4CCC(C)CC4)C3)c(C)o2)c1 (centres undefined) | 3 | 6 | 14 | 0 | 0 | -2 | 1 | i | 19 | 19
COc1ccc(-n2c(Cc3cccn3C)nnc2SCC(=O)Nc2nc(C)cs2)cc1 | 22 | 0 | -1 | 0 | x | -3 | x | i | 3 | 23
Oc1[nH]c2ccccc2c1N=NC(=S)N1CCOCC1 | -1 | -1 | 87* | 0 | 13 | 6 | -4 | i | 56 | -3
CC(C)CC(NC(=O)C1CCC(C)CC1)C(=O)Nc1ccccn1 (centres undefined) | 8 | 0 | 21 | 1 | -2 | 3 | 0 | i | 17 | 1

High-throughput results: PubChem, several laboratories
